Source: PubChem (National Center for Advancing Translational Sciences (NCATS))
PI4K2A inh: PI4K2A (human) kinase inhibition; Q9BTU6; purified PI4K2A, ADP-Glo luminescence, 1 h; active compounds read low; activity change, negative = inhibition, % at 76.9 µM; 420,000 compounds, 0.13% hits; in the data active = activity change below about -50%; inconclusive = mostly about -30% to -49%;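 note: -100% = wells without enzyme as full effect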
Target sequence (Q9BTU6 whole entry, looked up): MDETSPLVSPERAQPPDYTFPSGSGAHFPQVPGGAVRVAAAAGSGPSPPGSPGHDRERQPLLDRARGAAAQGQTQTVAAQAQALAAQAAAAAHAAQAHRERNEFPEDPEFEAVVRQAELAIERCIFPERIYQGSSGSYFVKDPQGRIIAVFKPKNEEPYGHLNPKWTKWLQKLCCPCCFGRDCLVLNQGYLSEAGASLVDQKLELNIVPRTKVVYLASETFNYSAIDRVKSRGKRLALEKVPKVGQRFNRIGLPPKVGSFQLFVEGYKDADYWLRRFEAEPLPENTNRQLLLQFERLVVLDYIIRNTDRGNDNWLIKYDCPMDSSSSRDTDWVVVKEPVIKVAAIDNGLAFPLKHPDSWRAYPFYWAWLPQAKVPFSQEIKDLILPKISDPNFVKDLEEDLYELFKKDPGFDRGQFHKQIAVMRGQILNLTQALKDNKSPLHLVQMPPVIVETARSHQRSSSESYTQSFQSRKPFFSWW
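Compounds are screened against recombinant PI4K2A using PI as substrate and ATP, the latter dispensed at 300 microM. Reactions run one hour at ambient temperature before ADP-Glo detection; full inhibition defined by wells lacking enzyme.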
GLS inh: glutaminase GLS (human) inhibition | O94925 | GLS enzymatic activity, qHTS titration | Potency, µM (series often up to 45.5 µM), for the others: at the highest dose activity change, negative = inhibition, most hits filed as inhibitors | 410,000 compounds, 0.21% hits; note: potency is the fitted concentration of half-maximal effect; % is set by controls: 0 for no effect and ±100 for the full control effect
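Two-point fluorescence kinetic (t0, 30 min RT) for hKGA; glutamate detected via glutamate oxidase–HRP–Amplex Red. Substrate: 1 mM L-glutamine solution; buffer 45 mM KH2PO4, pH 8.2.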
PGK inhibitor: inhibitors of T. brucei phosphoglycerate kinase; PGK/GAPDH coupled, Kinase-Glo luminescence, 60 min; Potency, µM (top dose mostly 57.5 µM), for inactives: at the highest dose activity change, negative = inhibition, hits mostly inhibitors; 380,000 compounds, 0.043% hits; AID 602233; note: potency is the fitted concentration of half-maximal effect; % is set by controls: 0 for no effect and ±100 for the full control effect; nearly all actives have a fitted effect of over 60% in size
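Luminescent ATP detection (Kinase-Glo Plus) follows a 60-minute room-temperature incubation, with wells lacking PGK as controls. Buffer: 100 mM TEA (pH 7.6), 5 mM MgCl2, 0.01% Tween-20. Coupling enzyme GAPDH (100 nM final) supplies unstable 1,3-BPG in-well.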
TrxR1 substrate: is turned over as a substrate by rat TrxR1. 390,000 compounds, 0.01% hits. O89049. Potency, µM (titrated, usually from 114 µM), for the others: top-dose activity change, negative = substrate turnover. purified TrxR1 substrate turnover, NADPH consumption readout. AID 588456; note: potency is the fitted concentration of half-maximal effect; % is set by controls: 0 for no effect and ±100 for the full control effect; nearly all actives have a fitted effect of over 50% in size
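Rat TrxR1, dispensed at 90 nM, was prereduced with 400 uM NADPH (final) for 5 min at ~22 deg C, then incubated with compound 15 min before 400 uM selenite. A first-read NADPH fluorescence drop versus no-compound background flagged substrates.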
Pin1 inhibitor: inhibitors of human Pin1 | Q13526 | Pin1 FP peptide displacement, HiFluor488, 10 min | Potency, µM (top dose mostly 115 µM), for inactives: top-dose activity, negative = inhibition, actives largely listed as inhibitors | 390,000 compounds, 0.009% hits | AID 504891; active = well fitted inhibition curve with a large enough effect in the polarisation, with a control signal flat, not every such curve was filed as active; inconclusive = small, poorly fitted or top-dose-only effect, or effect the other way, or a change in a side signal; inactive = no such curve, though single readings can be large or run the other way; the % refers to the polarisation; note: potency is the fitted concentration of half-maximal effect; % is set by controls: 0 for no effect and ±100 for the full control effect
Target sequence (Q13526 whole entry, looked up): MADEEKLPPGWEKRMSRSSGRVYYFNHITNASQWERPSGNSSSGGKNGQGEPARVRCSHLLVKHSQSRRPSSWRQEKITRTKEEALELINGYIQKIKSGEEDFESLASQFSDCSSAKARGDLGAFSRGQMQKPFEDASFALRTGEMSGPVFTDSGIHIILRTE
rTrxR1 inhibitor: rat TrxR1 inhibition; O89049; recombinant rTrxR1, NADPH fluorescence consumption, selenite substrate; Potency, µM (highest dose often 114 µM), for inactives: at the highest dose activity change, negative = inhibition, most hits filed as inhibitors; 390,000 compounds, 1% hits; note: potency is the fitted concentration of half-maximal effect; % is set by controls: 0 for no effect and ±100 for the full control effect; nearly all actives have a fitted effect of over 65% in size
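Rat TrxR1 (90 nM in the dispensed reagent) was pre-reduced with 400 uM NADPH for 5 min at room temperature, then incubated with compound for 15 min. After 400 uM selenite was added, NADPH fluorescence (Ex 340/Em 450 nm) was followed for 8 min.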
mIDH1 inhibitor: blocks human mutant IDH1 R132H enzyme. 390,000 compounds, 0.093% hits. IDH1-R132H enzyme, NADPH consumption, diaphorase/resazurin fluorescence. Potency, µM (highest dose often 76.6 µM), inactives show at the top dose activity change, negative = inhibition, actives largely listed as inhibitors. AID 602179; note: potency is the fitted concentration of half-maximal effect; % is set by controls: 0 for no effect and ±100 for the full control effect; nearly all actives have a fitted effect of over 65% in size
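IDH1-R132H (0.5 ug/mL) preincubated 30 min with compound, then NADPH (0.016 mM) and alpha-KG (2 mM) added; 80 min at RT, pH 7.5. Remaining NADPH coupled via diaphorase/resazurin to fluorescence (540/590 nm); concentration-response curves normalized to no-enzyme control.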
USP1 inh: blocks the human USP1/UAF1 deubiquitinase complex. O94782. recombinant USP1/UAF1, Ub-Rhodamine cleavage fluorescence. Potency, µM (top dose mostly 57.1 µM), without a hit: top-dose activity change, negative = inhibition, usual class: inhibitors. 390,000 compounds, 0.23% hits. AID 743255; note: potency is the fitted concentration of half-maximal effect; % is set by controls: 0 for no effect and ±100 for the full control effect; nearly all actives have a fitted effect of over 60% in size; inactives centre near -12
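USP1/UAF1 complex at 1 nM was preincubated with compound for 15 min at room temperature, then Ub-Rho substrate (150nM final) was added. Fluorescence (480/540 nm) was read kinetically, 6 reads every 60 seconds.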
HP1b binding inh: inhibitors of HP1-beta chromodomain binding to methylated histone tails | P83916 | Potency, µM (series often up to 114 µM), for the others: at the top dose activity change, negative = inhibition, most hits filed as inhibitors | 390,000 compounds, 0.56% hits | AID 540317 | AlphaScreen HP1-beta / biotin-H3K9me3 peptide binding; note: potency is the fitted concentration of half-maximal effect; nearly all actives have a fitted effect of over 70% in size; inactives centre near 23
Target sequence (P83916 whole entry, looked up): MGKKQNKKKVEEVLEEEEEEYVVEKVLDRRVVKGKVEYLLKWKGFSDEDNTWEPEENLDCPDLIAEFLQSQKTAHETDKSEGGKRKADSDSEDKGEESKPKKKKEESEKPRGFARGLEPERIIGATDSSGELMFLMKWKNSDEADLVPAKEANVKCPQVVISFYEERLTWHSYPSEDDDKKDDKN
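Compound inhibition of the preformed complex between 50 nM HP1-beta and 50 nM biotinylated H3K9me3 peptide was read by AlphaScreen. Buffer was PBS pH 7.4 with 0.01% Tween-20. Incubations ran 30 min at room temperature, with 10 ug/mL donor/acceptor beads.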
Numbers without * were called inactive; i = inactive; ? = inconclusive; · = not tested or not shown; [ ] = dose if it differs, or a comment. Unless noted, calls come from the whole dose curve; as a rule, active = well fitted curve in the direction sought with a large enough effect; inconclusive = small, poorly fitted or top-dose-only effect, or another doubt; inactive = no such curve, though single readings can be large; an effect the other way counts as inactive or inconclusive. Not all compounds are listed; rates above refer to the full screens.

Sequence of screens: rTrxR1 inhibitor, mIDH1 inhibitor, PI4K2A inh, Pin1 inhibitor, USP1 inh, PGK inhibitor, GLS inh, TrxR1 substrate, HP1b binding inh
COc1cc(NC(=S)N(C)CCC#N)c(OC)cc1Cl
 : 11%[57.1 µM], 1%, 0, 2%, ?, ?, 0%, -5%[57.1 µM], 14%
O=S(=O)(Nc1ccc(O)c2ccccc12)c1cccs1
 : ?, 22%, ?, 4%, -16%, 3%, 11µM*, 2%[57.1 µM], 45µM*
Cc1ccc(C)c(Nc2nn3c(=O)c4cc5c(cc4nc3s2)OCO5)c1
 : 11%, 6%, 1, ?, -16%, -4%, -2%, 4%, 20%
O=C(COc1c(Br)cc(Br)c2cccnc12)Nc1ccccc1F
 : 0%, 1%, -4, 4%, -22%, -2%, -1%, 2%, 18%
CCOc1ccc(S(=O)(=O)Nc2cccc(C(=O)NCC(c3ccco3)N3CCCC3)c2)cc1 (centres undefined)
 : 7%, -3%, 5, 1%, -18%, -10%, -4%, -5%, 41%[activator]
CC(C)C[C@@H](CNCC(=O)[C@H](CC(C)C)NC(=O)c1[nH]cnc1C(=O)N[C@@H](C)CN)NC(=O)c1nc[nH]c1C(=O)N[C@@H](CC(C)C)C(=O)O
 : -13%, -5%, -4, 0%, -13%, 5%, 4%, -6%, 41%
CC1CCCN(c2ccc(F)cc2N)C1 (centres undefined)
 : 18%[57.1 µM], 4%, 3, -1%, -11%, 3%, -24%, -1%[57.1 µM], ?
COc1cccc(OC)c1C(=O)n1nc(C)cc1C
 : -2%[57.1 µM], 1%, -4, -3%, 1%, -1%, 7%, 6%[57.1 µM], 33%
Nc1c(Cl)ncnc1N1CCCC1
 : -16%, 0%, 2, -4%, -8%, 4%, 11%, -11%, 24%
Cc1ccccc1NC(=O)CSc1nc2ccc(Nc3nc(N4CCOCC4)nc(N4CCOCC4)n3)cc2s1
 : 2%, -23%, -5, -3%, -3%, 2%, 13%, -3%, 16%
CCc1n(CC(O)COCc2ccccc2)c2ccccc2[n+]1C (centres undefined)
 : 18%, -2%, 2, -5%, -24%, 6%, -2%, 1%, 24%
Cc1cc2c(cc1S(=O)(=O)Nc1ccc(F)cc1)n(C)c(=O)c(=O)n2C
 : 12%[57.1 µM], 6%, -2, ?, -12%, 0%, 2%, 9%[57.1 µM], 10%
CCOCCCN(C(=O)Nc1ccc(CC)cc1)C1CCN(C(C)=O)CC1
 : 25%, 0%, -1, 2%, -2%, 1%, -1%, 11%, 34%
Cc1ccc(-n2c(=O)c3c(C)c(C)sc3n(CC(=O)NCc3ccccc3)c2=O)cc1C
 : 7%, -7%, -3, 11%, 6%, 9%, -1%, 12%[2.29 µM], 29%
Cc1cc(C)cc(OCC(=O)Nc2ccc(CN3CCCCC3)cc2)c1
 : 21%[57.1 µM], 0%, -4, 4%, ?, 4%, -17%, 9%[57.1 µM], 11%
CCCCOc1cccc(C(=O)N(Cc2ccccc2)C2CCS(=O)(=O)C2)c1 (centres undefined)
 : 12%[57.1 µM], -8%, 0, 3%, -5%, i, -1%, -14%, 7%
Oc1c(C(c2ccccc2Cl)N2CCC(O)CC2)sc2nc(-c3ccco3)nn12 (centres undefined)
 : -3%[57.1 µM], -3%, 8, -2%, -24%, 0%, 0%, 0%[57.1 µM], 16%
COc1ccc(-n2nc(C(=O)NCC(=O)Nc3cc(OC)ccc3OC)c3ccccc3c2=O)cc1
 : 12%[57.1 µM], 8%, -1, 65%[activator], -11%, 6%, -6%, -3%, -4%
c1ccc(N2CCN(Cc3nnc(-c4ccc5c(c4)OCO5)o3)CC2)cc1
 : 8%, -5%, 1, ?, -8%, -1%, 12%, 8%, 27%
O=C(CN1C(=O)NC2(CCCC2)C1=O)NCCN1C(=O)S/C(=C\c2ccccc2F)C1=O
 : 3%[57.1 µM], 6%, -1, -1%, -12%, 2%, 3%, 2%[57.1 µM], 19%
CC(C)Sc1nc(N)c2c3c(sc2n1)CN(C)CC3
 : -8%[57.1 µM], -2%, -4, 21%, -12%, -3%, -3%, 25%[57.1 µM], 32%
Cc1nc2c(sc3nc4c(cc32)COC(C)(C)C4)c(=O)o1
 : 2%[57.1 µM], 0%, 9, -4%, -14%, -1%, 0%, 5%[57.1 µM], 34%
CC1CCCCN1C(=O)Cn1cc(C=O)c2ccccc21 (centres undefined)
 : 5%, 3%, -4, 2%, -10%, -4%, -1%, -5%, 19%
O=C1c2oc3ccc(Br)cc3c(=O)c2C(c2cccc(F)c2)N1CCO (centres undefined)
 : 12%[57.1 µM], 7%, -5, 2%, -10%, 0%, 0%, 5%[57.1 µM], 16%
O=S(=O)(c1ccc(Br)cc1)c1cnc2ccccc2n1
 : ?, -5%, 13, -12%, -20%, -9%, 0%, -2%, 47%[activator]
CCCCC(c1nnnn1CC1CCCO1)N1CCN(c2ccccc2)CC1 (centres undefined)
 : 19%, 4%, -3, 0%, -20%, -2%, 4%, 5%, 25%
CC(C)(C)c1cc(NC(=O)c2c(F)cccc2Cl)n(-c2ccccc2)n1
 : 30%[activator][57.1 µM], 1%, -1, 3%, -9%, -14%, 2%, 10%[57.1 µM], 5%
COc1ccc(NS(=O)(=O)c2cccc(C(=O)NNC(=O)CNC(=O)c3cccc(C)c3)c2)cc1
 : 28%, 1%, -3, 2%, -24%, -13%, 21%, 9%, 31%
Fc1ccc(Cl)cc1/C=N/n1cnnc1SCc1ccccc1
 : 2%, 0%, 0, 3%, -1%, 0%, 0%, -6%, 9%
COc1ccc(NC(=O)NNC(=O)C(C)Oc2ccc3ccccc3c2)cc1 (centres undefined)
 : 10%, 3%, 2, -1%, -21%, 7%, 15%, 2%, 35%
CCn1c(SCc2cccc(Br)c2)nnc1-c1nonc1NC(C)=O
 : -8%, 17%, 0, ?, -16%, -1%, -8%, 0%, 57%[activator]
CCOC(=O)C1(Cc2cccc(F)c2)CCN(Cc2nc(CC)[nH]c2C)CC1
 : -4%[57.1 µM], -1%, -1, ?, -2%, -7%, 0%, -1%[57.1 µM], -4%
COc1cc(C2C(C(C)=O)=C(O)C(=O)N2CCc2c[nH]c3ccccc23)ccc1O (centres undefined)
 : 16%[57.1 µM], -6%, -2, -9%, -3%, -8%, 19%, 8%[57.1 µM], -8%
O=C(NCCc1c[nH]c2ccccc12)c1cnccn1
 : 18%, 3%, -3, 12%, -20%, -7%, -7%, 5%, 32%
COC(=O)CSC1=C(C#N)C(c2ccc(F)cc2)CC(=O)N1 (centres undefined)
 : 26%, -8%, -2, 6%, -12%, 0%, 1%, 5%, 15%
Cc1ccc(-c2nn(-c3ccccn3)c(=O)c3ccccc23)cc1
 : 9%[57.1 µM], -9%, 2, 1%, -13%, -5%, 7%, 0%[57.1 µM], 27%
Cc1nc2ccsc2c(=O)n1-c1cccc(Cl)c1
 : 3%[57.1 µM], 1%, -2, 1%, -18%, i, -5%, -9%, 38%
CCOc1ccc2nc(NCCCO)[nH]c2c1
 : -7%[57.1 µM], -1%, -1, 1%, -8%, ·, 33%[activator], 8%[57.1 µM], 18%
O=C(CNC(c1ccccc1)c1ccccc1)Nc1ccccc1F
 : 3%, 0%, 0, 2%, -5%, 5%, -7%, -10%, 76%[activator]

Four of the compounds above, as labelled records.
O=C(CNC(c1ccccc1)c1ccccc1)Nc1ccccc1F
  rTrxR1 inhibitor: 3% | mIDH1 inhibitor: 0% | PI4K2A inh: 0 | Pin1 inhibitor: 2% | USP1 inh: -5% | PGK inhibitor: 5% | GLS inh: -7% | TrxR1 substrate: -10% | HP1b binding inh: 76%[activator]
COc1cc(C2C(C(C)=O)=C(O)C(=O)N2CCc2c[nH]c3ccccc23)ccc1O (centres undefined)
  rTrxR1 inhibitor: 16%[57.1 µM] | mIDH1 inhibitor: -6% | PI4K2A inh: -2 | Pin1 inhibitor: -9% | USP1 inh: -3% | PGK inhibitor: -8% | GLS inh: 19% | TrxR1 substrate: 8%[57.1 µM] | HP1b binding inh: -8%
Cc1ccc(-c2nn(-c3ccccn3)c(=O)c3ccccc23)cc1
  rTrxR1 inhibitor: 9%[57.1 µM] | mIDH1 inhibitor: -9% | PI4K2A inh: 2 | Pin1 inhibitor: 1% | USP1 inh: -13% | PGK inhibitor: -5% | GLS inh: 7% | TrxR1 substrate: 0%[57.1 µM] | HP1b binding inh: 27%
Cc1nc2ccsc2c(=O)n1-c1cccc(Cl)c1
  rTrxR1 inhibitor: 3%[57.1 µM] | mIDH1 inhibitor: 1% | PI4K2A inh: -2 | Pin1 inhibitor: 1% | USP1 inh: -18% | PGK inhibitor: i | GLS inh: -5% | TrxR1 substrate: -9% | HP1b binding inh: 38%
